Compound activity as filed in PubChem.
SK-BR-3 tox 24h: SK-BR-3 proliferation inhibitors; SK-BR-3 viability, CellTiter-Glo ATP luminescence, 24 h; active compounds read low; viability, % at 10 µM; hit rate 0.47% among 41,000; AID 847;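 active means viability at or below the median of all test compounds minus 3 SD, in both replicates if run twice, cut at about 45% in these data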;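 further: 100% = median untreated cell wells and 0% = median positive control drug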
* marks the source's active call; other numbers are inactive results. Only part of the results is shown. The share of hits here may be higher or lower than overall.

Molecule	SK-BR-3 tox 24h
COc1cc(NC(=O)Cc2ccccc2)cc(OC)c1	109
COc1ccc(S(=O)(=O)N2CCN(C)CC2)cc1Br	88
CCCN(Cc1cc2ccc(C)cc2[nH]c1=O)C(=O)c1cccnc1	119
CC(=O)OCc1c(F)c(F)c(-n2nc(C)cc2C)c(F)c1F	90
O=C(Nc1ccccc1)N1CCC(C(=O)N2CCN(S(=O)(=O)c3cccc(F)c3)CC2)CC1	86
CCOC(=O)c1cnc(-n2nc(C)cc2C)nc1Nc1cccc(C(=O)O)c1	96
COc1ccccc1-n1c(CNC(=O)c2ccco2)nnc1SCC(=O)Nc1cc(C)ccc1C	98
O=C1c2ccccc2C(=O)N1CCCP(=O)(O)CCc1ccccc1	71
COc1ccc(-c2nc(C#N)c(N3CCCCCC3)o2)cc1	81
Cc1cc(=O)oc2cc(OC(C)C(=O)Nc3nccs3)ccc12 (stereo not given)	79
Cc1oc(-c2ccccc2Cl)cc1-c1nn2c(-c3ccco3)nnc2s1	94
O=C(NC(C(=O)c1ccccc1)N1CCOCC1)c1ccccc1 (stereo not given)	113
CC(Sc1ccccc1)C(=O)Nc1cccc(N(C)S(C)(=O)=O)c1 (stereo not given)	79
Cn1c(=O)[nH]c(=O)c2[nH]c(NCCCN3CCOCC3)nc21	72
COC(=O)Cn1nc(-c2ccccc2)n(-c2ccccc2)c1=S	85
CCOc1ccc(N(C(C)C(=O)NC2CCCCCC2)S(C)(=O)=O)cc1 (stereo not given)	100
Cc1nnc(SCC(=O)Nc2ccc3c(c2)OCCO3)n1CC1CCCO1 (stereo not given)	75
CC1CN(S(=O)(=O)c2cccs2)CC(C)O1 (stereo not given)	86
COc1ccc(CCn2c(-c3ccco3)nc3ccccc3c2=O)cc1OC	79
CCOc1ccccc1Cn1c(=O)oc2ccc(C)cc21	87
COc1ccc2nc(SCC(=O)Nc3ccc(S(=O)(=O)N4CCCC4)cc3)c(C#N)cc2c1	66
CN(CC(=O)N1CCN(c2ccc(F)cc2)CC1)S(=O)(=O)c1ccc(F)cc1	107
COc1ccccc1-c1nnc(SCC(=O)O)n1C	95
O=C(CCN1CCN(C/C=C/c2ccccc2)CC1)Nc1ccccc1	64
Clc1ccc(Cn2ncc3c(NCc4cccnc4)ncnc32)cc1	89

Of the compounds above, these have a Cl atom:
Molecule	SK-BR-3 tox 24h
Cc1oc(-c2ccccc2Cl)cc1-c1nn2c(-c3ccco3)nnc2s1	94
Clc1ccc(Cn2ncc3c(NCc4cccnc4)ncnc32)cc1	89

Going on with the list:
Molecule	SK-BR-3 tox 24h
CCC(=O)Nc1cccc(NC(=O)CSc2nnc(C3CC3)n2C)c1	80
c1nc(N2CCC3(CC2)OCCO3)c2c3c(sc2n1)CCCC3	92
COc1ccc(CNC(=O)c2cc3c(=O)n4ccccc4nc3n(Cc3ccco3)c2=N)cc1	69
O=C(CCn1c(=O)c2sccc2n(CC(=O)OCc2ccccc2)c1=O)NCc1ccco1	83
O=C(O)C1CCN(C(=O)c2scc3c2OCCO3)CC1	83
COc1ccccc1N1CCN(Cc2nc(N)nc(Nc3ccc(C)c(Cl)c3)n2)CC1	69
CCOc1ccccc1NC(=O)CSc1nnc(-c2ccccn2)n1Cc1ccco1	78
Cc1ccc(Sc2oc(/C=N/n3cnnc3)cc2Br)cc1	107
CC(Sc1nc2ccccc2s1)C(=O)N1CCOCC1 (stereo not given)	78
O=C(N1CCOCC1)N1CCC(n2nnc3cc(F)ccc32)CC1	100
Cn1c(=O)c2c(nc(OCC3COC(C)(C)O3)n2Cc2ccccc2F)n(C)c1=O (stereo not given)	113
C/C(NCC(C)(C)CN(C)C)=C(/C#N)C(=O)NCc1ccccc1	70
N#CC1=C(C=Nc2ccccc2O)CCC1	82
CCC(Sc1nc(=O)cc(N)n1-c1cccc(C)c1)C(=O)Nc1cc(C)on1 (stereo not given)	90
c1ccc(-c2noc(COc3ccc4c(c3)OCO4)n2)cc1	75
CCCN1C2=C(C(=O)CCC2)C(c2ccc(O)c(Br)c2)C2=C1CCCC2=O	90
CC1=CC(C)(C)N=C(NC#N)N1	104
COc1ccc(CC(=O)OCc2cc3ccccc3[nH]c2=O)cc1	123
COc1ccccc1N=c1oc2c(OC)cccc2cc1C(=O)NCc1ccco1	95
CCCOc1ccc(CSC(CC(=O)O)C(=O)O)cc1 (stereo not given)	75
O=C(CSc1nc2sc3c(c2c(=O)n1Cc1ccco1)CCC3)N1CCc2ccccc21	87
COc1ccccc1C1c2c(oc3ccc(Cl)cc3c2=O)C(=O)N1c1cc(C)on1 (stereo not given)	77
Fc1ccc(Cn2nnnc2CN2CCc3ccccc3C2)cc1	62
Cc1cccc(OCc2nnc(SCC(=O)Nc3sc(C)c(C)c3C#N)n2C)c1	98
COc1ccc(CN(C(=O)c2oc3ccccc3c2C)C2CCS(=O)(=O)C2)cc1 (stereo not given)	80
Cc1ccnc(NC(=O)CCc2c(C)nc3ncnn3c2C)c1	97
COc1cc(S(=O)(=O)NC2CCCC2)ccc1Cl	89
COc1cc(C)c(N)cc1C(C)C	91
CC1(C)OC(=O)C(=CNn2cnc3ccccc3c2=O)C(=O)O1	92
CCN(CC)C(=O)c1ccc(O)c(OC)c1	126
CC(=O)N(c1ccc2oc(=O)sc2c1)S(=O)(=O)c1cccs1	102
COc1ccc(Cl)cc1N(C)C(=O)CCNC(=O)Cn1cnc2ccccc2c1=O	102
CC(=O)NCCN=Cc1sc2ccccc2c1O	90
CN1CCN(CCC(=O)Nc2ccc(OCc3ccccc3)cc2)CC1	106
O=C(CCSCCC(=O)N1CCCC1)N1CCCC1	104
Cn1cnnc1SCC(=O)N1c2ccccc2-c2c(ssc2=S)C1(C)C	86
CCOC(=O)c1c(NC(=O)COC)sc(C(C)=O)c1C	100
CCOC(=O)c1sc2nc3n(c(=O)c2c1C)CCCCC3	100
CCN(CC)c1nc(C#N)nc(N(CC)CC)n1	84
O=C1c2ccccc2C(Nc2cccc(C(F)(F)F)c2)N1Cc1ccco1 (stereo not given)	90
CCC(Sc1ncnc2c1nnn2-c1ccc(F)cc1)C(=O)OC (stereo not given)	72
Cc1cc(C)n(C(=O)c2ccc(S(=O)(=O)NCC3CCCO3)cc2)n1 (stereo not given)	96
COc1ccccc1C(c1nnnn1CS(=O)(=O)c1ccc(C)cc1)N1CCSCC1 (stereo not given)	98
CC(C)Cc1nc(N2CCN(C(=O)C(C)C)CC2)c(C#N)c2c1CCC2	97
CCc1ccc(NC(=O)C(C)Nc2ccc(S(=O)(=O)NC(C)=O)cc2)cc1 (stereo not given)	109
CCOC(=O)c1c(N)c(C#N)cn1-c1ccccc1	84
Cc1ccc(S(=O)(=O)c2cc3c(=O)n4cc(C)ccc4nc3n(CC3CCCO3)c2=N)cc1 (stereo not given)	94
Cc1nc2nc(COc3ccccc3)[nH]n2c(=O)c1Cc1ccccc1	85
CCOC(=O)Cc1nnc(Nc2cccc(O)c2)c2ccccc12	83
Cc1cc(C)n(-c2nc3ccccc3c(=O)n2OCC(=O)Nc2c(C)cccc2C)n1	80

Following part.
Molecule	SK-BR-3 tox 24h
Cc1c(Cl)cccc1N1C(=O)CC(N(O)c2ccccc2)C1=O (stereo not given)	87
COc1ccc(C(=O)Nc2cccc(N(C)S(C)(=O)=O)c2)cc1OC	105
Nc1ccc(-c2cnc(-c3ccc(N)cc3)nc2)cc1	106
Cc1ccc(-c2nc(NC(=O)CSc3nnnn3-c3ccccc3)ns2)cc1	93
Cc1nc2oc3c(NCc4ccccc4)ncnc3c2c2c1COC(C)(C)C2	81
COC(=O)c1sccc1NC(=O)c1ccc2c(c1)OCO2	74
CCCCCCn1c(N2CCC(C)CC2)nc2c1c(=O)[nH]c(=O)n2C	105
CC1(C)CC(=O)C2=C(C1)Oc1ncn(CCO)c(=N)c1C2c1ccccc1 (stereo not given)	82
COc1ccc(CN(C(=O)CSc2nnc(-c3ccccc3F)o2)c2ccc(F)cc2)cc1	78
CC(=O)NCC(=O)NC(C(=O)Nc1ccc2c(c1)OCCO2)c1ccc(C)cc1 (stereo not given)	76
COc1ccc(-c2nc3c(n2O)CCC/C3=N\O)cc1	112
Cc1ccc2[nH]c(=O)c(CNC(C)C)cc2c1	126
O=C1NC(c2cccnc2)C(C(=O)c2cccs2)C(O)(C(F)(F)F)N1 (stereo not given)	84
OC(CNCc1ccco1)Cn1c2ccccc2c2ccccc21 (stereo not given)	67
CCN(C1CCS(=O)(=O)C1)S(=O)(=O)c1cccs1 (stereo not given)	93
Cc1ccc(C(C(=O)NC2CCCCC2)N(Cc2cccnc2)C(=O)C2COc3ccccc3O2)o1 (stereo not given)	80
COC(=O)C1=C(N)Oc2cc(C)[nH]c(=O)c2C1c1cc(OC)c(OC)c(OC)c1 (stereo not given)	78
COCCN1CCn2c(nc3cc(NC(=O)NC4CCCCC4)ccc32)C1	95
Cc1ccc(-c2ccc(CCC(=O)O)n2NC(=O)c2cccs2)cc1	92
Cn1nnnc1SCC(=O)c1cccs1	72
COc1nc(NCCc2ccc(OC)c(OC)c2)nc(OC)n1	92
O=C(CN1C(=O)c2ccccc2S1(=O)=O)N1CCN(c2ccc(F)cc2)CC1	72
CCOC(=O)COc1ccc2nsnc2c1	88
O=C(COc1ccc(Cl)cc1)NCc1nnc(SCC(=O)NCCc2ccccc2)o1	108
Cc1c(Br)cc(C(=O)N2CCN(CCO)CC2)c(C)c1C	90
CCOc1ccc(NC(=O)Nc2cc(C)ccc2OC)cc1	77
CC(C)(C)SCCNC(=O)COc1ccccc1	106
Cc1nc(NCc2ccco2)nc2c1C(=O)CC(C)C2 (stereo not given)	90
CCCn1c(C)nc2c(c1=O)c1nc3ccccc3nc1n2-c1ccc2c(c1)OCCO2	114
CNc1oc(C)nc1S(=O)(=O)c1ccc(C)cc1	80
Cc1cc(NC(=O)c2ccccc2Oc2ccccc2)no1	83
CN(c1cc(=O)n2ccccc2n1)C1CCCCC1	87
Cn1c(=O)cc(NCc2ccccc2)[nH]c1=O	137
Cn1cccc1-c1nc2ccc(NC(=O)c3ccco3)cc2[nH]1	85
CCCNC(=O)c1ccc(CNc2c(N3CCC(C(=O)OCC)CC3)c(=O)c2=O)cc1	91
N#CC1=C(SCC(=O)Nc2cccc3cccnc23)NC(=O)C(C#N)C12CCCCC2 (stereo not given)	93
Cc1ccsc1C1C(C(=O)O)c2ccccc2C(=O)N1C (stereo not given)	96
CCc1c(C(=O)Nc2nnc(C3CC3)s2)csc1C	87
CCOc1ccc(C2CC(=O)NC3=C2C(=O)CCC3)cc1 (stereo not given)	105
COc1ccc(-n2c(SCC(=O)Nc3nccs3)nc3sc4c(c3c2=O)CCN(C)C4)cc1	77
COc1ccc(-c2nnc(COc3ccc4ccccc4c3)o2)cc1OC	93
N#CC1=C(N)Oc2cc(O)ccc2C1c1ccncc1 (stereo not given)	102
Cc1cc(C)nc(N2CCCC(C(=O)NCCC3=CCCCC3)C2)n1 (stereo not given)	94
O=c1[nH]c2cc3c(cc2cc1CN(CCc1ccccc1)Cc1nnnn1C1CCCC1)OCCO3	73
CC1CCc2nc(NC(=O)c3cc(C(C)(C)C)nn3C)sc2C1 (stereo not given)	94
CC1CC(C)CN(CCCNC(=O)Cc2c(C(=O)O)[nH]c3ccccc23)C1 (stereo not given)	74
CCCCNC(=O)NS(=O)(=O)c1ccc(NS(=O)(=O)c2ccccc2)cc1	95
COc1ccc(C)cc1S(=O)(=O)N1CCC(C(=O)N2CCOCC2)CC1	103
N#Cc1cn(CC(=O)O)c2ccccc12	98
Cc1ccc2nc(-c3cccc(-c4nc5ccc(C)cc5o4)n3)oc2c1	93

Additional results:
Molecule	SK-BR-3 tox 24h
O=C(O)CCNS(=O)(=O)c1ccc(Oc2ccccc2)cc1	97
COc1ccc(N(CC(=O)Nc2ccccc2SC)S(C)(=O)=O)cc1OC	99
COC(=O)c1ccccc1NC(=O)c1ccccc1SC	98
COc1ccc(N2CCCn3c2nc2c3c(=O)n(CCc3ccccc3)c(=O)n2C)cc1	91
CC(C(=O)O)N1C(=O)CSC1=S (stereo not given)	89
CC(C)C(NC(=O)OCc1ccccc1)C(=O)NCC(=O)OC(C)(C)C (stereo not given)	87
CCC(=O)NCCSc1c[nH]c2ccccc12	75
CCCCCCn1c2c(c(=N)c3c1CCC3)CCC2	100
CCCCN1C(=O)c2ccc(C(=O)NC3=NCCS3)cc2C1=O	87
Cc1ccc(C)c(N2CCN(S(=O)(=O)c3ccc4[nH]c(=O)c(=O)[nH]c4c3)CC2)c1	96
COc1ccc(-c2csc(NC(=O)Cn3nc(C)cc3C)n2)cc1	84
COc1ccc2c(c1)CCc1c(C(=O)Nc3ccn(Cc4ccc(C)cc4)n3)noc1-2	66
O=C(Nc1ccccc1-c1ccccc1)C1CCCN(c2ncccn2)C1 (stereo not given)	63
O=C(COc1ccc(Cl)cc1Cl)NCCCn1ccnc1	88

A different layout for part of the listing above.
> COc1ccc(-c2csc(NC(=O)Cn3nc(C)cc3C)n2)cc1
  SK-BR-3 tox 24h: 84

> COc1ccc2c(c1)CCc1c(C(=O)Nc3ccn(Cc4ccc(C)cc4)n3)noc1-2
  SK-BR-3 tox 24h: 66
